CHX counter: counter-screen hit for Shiga toxin inhibitors, cycloheximide; cell reporter, cycloheximide protein synthesis inhibition counterscreen; max response, %; hit rate 12% among 300,000; AID 2314; in the data active = max response mostly above about 13%, no sharp cut-off; inactive = mostly below about 14%; also: read at 38.3 µM for the half of the compounds with a filed dose; 0% is about no effect
Shiga toxin inh: inhibitors of Shiga toxin in Vero cells; Vero cells, Shiga toxin protein synthesis inhibition reporter; inhibition, % at 38.7 µM; hit rate 9.2% among 290,000; AID 2315; in the data active = inhibition mostly above about 28%, no sharp cut-off; inactive = mostly below about 43%; also: 0% is about no effect
Pf growth 96h: P. falciparum growth inhibition at 96 hour, primary screen for plastid delayed-death inhibitors | P. falciparum luciferase reporter growth, 96 h | Potency, µM (titrated, usually from 28.7 µM), inactives show at the highest dose activity change, negative = inhibition, most hits filed as inhibitors | AID 504834 | hit rate 6.9% among 320,000; also: potency is read from the fitted curve at half-maximal effect; % is scaled to controls: 0 for no effect and ±100 for the full control effect
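P. falciparum expressing integrated firefly luciferase, in erythrocytes at 2% hematocrit, 0.05% parasitemia, incubated with compounds 96 h at 37 C, 5% CO2. Growth inhibition read as loss of luminescence; two-generation exposure targets delayed-death apicoplast inhibitors.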
HCV inh: inhibitors of hepatitis C virus infection; Potency, µM (series often up to 41.8 µM), for inactives: at the top dose activity change, negative = inhibition, actives largely listed as inhibitors; Huh7.5.1 HCVcc-Cre infection, luciferase reporter, 44 h; hit rate 3.4% among 340,000; also: potency is read from the fitted curve at half-maximal effect; % is scaled to controls: 0 for no effect and ±100 for the full control effect
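A cell-based infection assay in which seeded cells (1,000 per well) receive test compound after 4 h, are inoculated with HCVcc-Cre at approximately 0.5 moi, and are incubated 44 h before luminescence detection.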
Pf growth 48h: inhibits P. falciparum growth in the first generation, 48 h; P. falciparum luciferase growth in erythrocytes, 48 h; AID 504832; hit rate 5.9% among 310,000; Potency, µM (titrated, usually from 28.7 µM), for inactives: at the highest dose activity change, negative = inhibition, most hits filed as inhibitors; also: potency is read from the fitted curve at half-maximal effect; % is scaled to controls: 0 for no effect and ±100 for the full control effect
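Erythrocytes infected with P. falciparum carrying an integrated firefly luciferase reporter (2% hematocrit, 0.1% parasitemia final) were exposed to compounds in RPMI 1640 with 0.5% Albumax at 37 C, 5% CO2. Growth inhibition was scored as reduced luminescence.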
Tb PYK inh: inhibitors of Trypanosoma brucei pyruvate kinase | Q57TT1 | Potency, µM (doses to about 76.8 µM), without a hit: top-dose activity, negative = inhibition, hits mostly inhibitors | hit rate 0.12% among 410,000 | TbPYK enzyme, Kinase-Glo Plus ATP luminescence, 45 min; also: potency is read from the fitted curve at half-maximal effect; % is scaled to controls: 0 for no effect and ±100 for the full control effect; nearly all actives have a fitted effect of over 50% in size
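T. brucei PYK with substrate was exposed to pin-transferred compounds across a concentration series, then started with 130 uM ADP (final). After 45 min at room temperature, Kinase-Glo Plus luminescence was read, normalized and curve-fitted.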
LmPK inhibitor: inhibitors of Leishmania mexicana pyruvate kinase. AID 1721. Potency, µM (doses to about 57.5 µM), inactives show at the highest dose activity change, negative = inhibition, usual class: inhibitors. purified LmPK, Kinase-Glo ATP luminescence, 1 h. Q27686. hit rate 0.37% among 290,000; also: potency is read from the fitted curve at half-maximal effect; % is scaled to controls: 0 for no effect and ±100 for the full control effect
Target sequence (Q27686 whole entry, looked up): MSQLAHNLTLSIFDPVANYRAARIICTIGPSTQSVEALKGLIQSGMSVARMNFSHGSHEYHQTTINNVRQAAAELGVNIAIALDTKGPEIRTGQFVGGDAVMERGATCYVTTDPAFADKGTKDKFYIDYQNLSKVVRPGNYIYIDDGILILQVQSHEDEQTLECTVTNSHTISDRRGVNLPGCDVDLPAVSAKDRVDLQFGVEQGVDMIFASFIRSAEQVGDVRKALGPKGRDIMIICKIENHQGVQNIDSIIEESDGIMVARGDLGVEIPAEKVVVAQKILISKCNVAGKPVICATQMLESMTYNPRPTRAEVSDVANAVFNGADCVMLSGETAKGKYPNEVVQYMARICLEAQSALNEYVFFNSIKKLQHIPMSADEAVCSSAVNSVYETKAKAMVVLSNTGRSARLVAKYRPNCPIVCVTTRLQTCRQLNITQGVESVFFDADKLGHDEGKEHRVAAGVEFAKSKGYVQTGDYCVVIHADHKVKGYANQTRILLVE
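Purified LmPK (0.1 nM) converted ADP (0.1 mM) to ATP with PEP (0.5 mM) in imidazole buffer pH 7.2 with KCl and MgCl2, 1 h at room temperature. ATP was read by Kinase-Glo luminescence; data normalized to uninhibited and no-enzyme controls.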
* = called active by the depositor; u = inconclusive; x = not tested or not shown; & = joins results of further samples; [ ] = dose if it differs, or a comment. Unless noted, calls follow the shape of the dose curve; as a rule, active = well fitted curve in the direction sought with a large enough effect; inconclusive = small, poorly fitted or top-dose-only effect, or another doubt; inactive = no such curve, though single readings can be large; an effect the other way counts as inactive or inconclusive.

SMILES	CHX counter	Shiga toxin inh	Pf growth 96h	HCV inh	Pf growth 48h	Tb PYK inh	LmPK inhibitor
O=[N+]([O-])CC(c1ccc(F)cc1)c1c[nH]c2ccccc12 (stereo unspecified)	-3	-3	u	-26%	u	-7%	1%
Cc1csc2c(N(C)CCO)ncnc12	4	35	-11%	5%	u	-3%	-1%
CCOc1ccc(CN2CCNC(=O)C2CC(=O)NCCc2ccccn2)cc1 (stereo unspecified)	2	1	31%[activator]	6%	11%	-7%	5%
CCn1c(=O)cc(OCC(=O)Nc2ccccc2C#N)c2ccccc21	-2	-9	-4%	-15%	-8%	3%	1%
Cc1ccc(S(=O)(=O)N2CCCN(S(=O)(=O)c3ccc(C)cc3)CC2)cc1	-1	7	u	u	-18%	5%	3%
Nc1nnnn1/N=C/c1ccc(N2CCCCC2)c([N+](=O)[O-])c1	38*	63*	u	u	86%[activator]	5%	4%
CCOC(=O)N1CCN(S(=O)(=O)c2c(C)[nH]c(=O)[nH]c2=O)CC1	0	-5	1%	-5%	-11%	0%	4%
CN(C)c1ccc(P(=O)(Nc2ccccc2)N2CCOCC2)c(NC(=O)c2cccs2)c1 (stereo unspecified)	9	-2	u	-1%	-22%	-2%	1%
O=C(O)c1ccccc1-c1ccccc1C(=O)Nc1ccc2c(c1)CCC2	2	x	u	26%	0%	-1%	-1%
O=C(NC(=S)NNS(=O)(=O)c1ccccc1)c1cccnc1	-1	-12	-4%	4%	26%	-27%	-1%
CC1CCCCN1S(=O)(=O)c1ccc(C(=O)Nc2nnc(-c3ccncc3)o2)cc1 (stereo unspecified)	4	-5	u	-18%	u	-1%	7%[11.5 µM]
O=C(NCc1ccco1)c1ccc(COCC(F)(F)F)cc1	11	24	x	5%	u	5%	-2%
CCOC(=O)N1CCC(Nc2c(-c3ccc(C)cc3)c(=O)c2=O)CC1	3	11	3%	21%	-1%	-6%	9%
Cc1ncsc1CCOC(=O)C12CC3CC(CC(C3)C1)C2	-4	-10	u	-6%	-7%	2%	4%
O=C(Nc1ccc([N+](=O)[O-])cc1)Nc1ccc(OC(F)F)c(Cl)c1	-6	-9	-15%	u	1.9µM*	-10%	0%
Cc1ccccc1NC(=O)c1cccc(N2C(=O)C3C4CC(C(Br)C4Br)C3C2=O)c1 (stereo unspecified)	-1	-10	9.3µM*	6%	-25%	8%	0%
CN1CCN(S(=O)(=O)c2cccc(C(=O)Oc3ccc(C(C)(C)C)cc3)c2)CC1	x	x	2%	-5%	3%	-1%	x
CCCCCCC#Cc1cncc(C(=O)NNC(=O)Nc2cc(Cl)cc(Cl)c2)c1	-3	14	16%	23%	2%	-12%	5%
Cc1cccc(OCC(=O)Nc2ccc3c(C)cc(=O)oc3c2)c1	5	-3	38%[activator]	2%	35%[activator]	-1%	2%
CCN(CC(=O)Nc1c(F)cccc1F)C(=O)C1CCN(C(=O)Nc2ccccc2)CC1	x	x	u	-1%	u	-6%	x
CC(O)CNc1nc2c(c(=O)n(C)c(=O)n2C)n1Cc1cccc(Br)c1 (stereo unspecified)	-4	-5	-12%	11µM*	-17%	6%	-3%
Clc1ccc(-c2cc(CN3CCCCC3)no2)cc1Cl	34*	62*	23%	-4%	24%	-5%	-3%
Cc1ccc(-c2ccc(/C=N/n3cnnc3)o2)cc1Cl	-1	36	0%	u	5%	0%	-3%
O=C(O)c1c2c(nc3ccc(Cl)cc13)CCC2	0	-10	32%[activator]	9%	4%	1%	11%
COCCCNC(=O)CNC(=O)c1nn(-c2ccc(OC)cc2)c(=O)c2ccccc12	-1	-4	6%	-2%	22%	-4%	4%
The list continues:
SMILES	CHX counter	Shiga toxin inh	Pf growth 96h	HCV inh	Pf growth 48h	Tb PYK inh	LmPK inhibitor
CC(Sc1n[nH]c(N)n1)C(=O)Nc1cccc2ccccc12 (stereo unspecified)	x	x	u	-2%	u	-4%	x
COc1cc(C2C(C#N)=C(C)NC3=C2C(=O)c2ccccc23)cc(OC)c1OC (stereo unspecified)	-5	1	14%	u	u	-5%	-2%
CCS(=O)(=O)N1CCC2(CC1)OCCN2S(=O)(=O)c1ccc(OC)cc1	x	x	11%	0%	-7%	-4%	x
O=[N+]([O-])c1cccc(Cl)c1N1CCOCC1	-5	2	u	30%[activator]	20%	-3%	0%
COc1cccc(NC(=O)C(=O)c2cn(CC(=O)N3CCOCC3)c3ccccc23)c1	38*	92*	u	11µM*	64%[activator]	4%	-10%
COc1ccccc1N(CN1CCCC1=O)C(=O)c1c(F)cccc1F	-1	-9	u	6%	1%	2%	-4%
CC(Sc1nncs1)C(=O)Nc1ccc(Cl)cn1 (stereo unspecified)	6	-2	1%	-10%	13%	-10%	-1%
Cn1nc(C(=O)NCc2ccccn2)c2ccccc2c1=O	6	-11	-7%	u	10%	2%	-5%
NNC(=O)c1nn(-c2ccccc2)cc1O	0	-19	-2%	x	-4%	x	-13%
CC(=O)N(C)c1ccc(NC(=O)c2ccc([N+](=O)[O-])cc2Cl)cc1	17	66*	13%	-2%	23%	-4%	-4%
Nc1nnnn1N=C1CCCCC1	-2	-3	42%[activator]	18%	x	-12%	-2%
CCCCC(CC)CNC(=O)c1ccc2c(c1)OCO2 (stereo unspecified)	5	20	5%	2%	3%	-6%	4%
O=C(N/N=C/c1ccc(N2CCOCC2)cc1)c1cccs1	39*	79*	72%[activator]	-20%	143%[activator]	-9%	u
CCOC(=O)c1c(-c2ccc(F)cc2)csc1NC(=O)CCN1C(=O)c2ccccc2C1=O	0	2	u	10%	-5%	-1%	3%
CS(=O)(=O)N(CC(=O)NCCSc1ccc(Cl)cc1)c1ccc2c(c1)OCO2	-1	-4	19%	u	u	-6%	1%
COc1ccc(NC(=O)c2ccc(CNS(=O)(=O)c3cccc(OC)c3)cc2)cc1	-1	-8	u	u	x	-12%	1%
COc1ccc(OC)c(N2C(=O)CC(Cc3ccc(Cl)cc3)C2=O)c1 (stereo unspecified)	-3	13	u	0%	u	-9%	3%
Cc1cccc(NC(=O)CN2CCN(C(=O)c3ccc(OCc4cn5ccccc5n4)cc3)CC2)c1C	x	x	u	1%	u	-3%	x
CC(=O)/C=C(/C)NC(Cc1c[nH]c2ccccc12)C(=O)O (stereo unspecified)	0&-2	7&-1	0%&18%	19%&16%	-1%&7%	-8%&1%	9%&0%
CCn1cnc2sc(C(=O)N3CCN(c4ccc(OC)cc4)CC3)c(C)c2c1=O	1	-7	17%	10%	-14%	1%	-4%
CCOC(=O)N1CCN(Cc2ccc(OCC(O)CN3CCCCC3)cc2)CC1 (stereo unspecified)	-3	-5	u	-16%	-9%	0%	-8%
CC(C)c1nnc(NC(=O)COc2ccc3c(c2)OCO3)s1	-3	12	43%[activator]	-3%	30%	-4%	0%
COc1ccccc1CNC(=O)c1ccc(NC2=NC3CS(=O)(=O)CC3S2)cc1 (stereo unspecified)	-4	-6	12µM*	12%	14%	1%	1%
COc1ccc(CNC(=O)CN(Cc2ccccc2)S(=O)(=O)c2ccc(Cl)cc2)cc1	3	8	u	10µM*	x	-3%	4%
CCOC(=O)N1CCN(C(=O)Cn2nc(C)n3nc(-c4ccc(OC)cc4)cc3c2=O)CC1	-2	-8	-23%	-19%	-6%	6%	-1%

Two of the compounds above, with two lines to a compound:
Each structure is followed by: CHX counter	Shiga toxin inh	Pf growth 96h	HCV inh	Pf growth 48h	Tb PYK inh	LmPK inhibitor
CC(=O)/C=C(/C)NC(Cc1c[nH]c2ccccc12)C(=O)O (stereo unspecified)
→ 0&-2	7&-1	0%&18%	19%&16%	-1%&7%	-8%&1%	9%&0%
CCn1cnc2sc(C(=O)N3CCN(c4ccc(OC)cc4)CC3)c(C)c2c1=O
→ 1	-7	17%	10%	-14%	1%	-4%

Following part:
SMILES	CHX counter	Shiga toxin inh	Pf growth 96h	HCV inh	Pf growth 48h	Tb PYK inh	LmPK inhibitor
O=C(CCNC(=O)c1ccc(Br)cc1)Nc1ccccc1N1CCCC1	x	x	u	u	u	1%	x
CCn1c(SCc2cc(=O)n3ccsc3n2)nc2ccccc21	13	17	u	-6%	26%	-3%	6%
COc1ccc(C(=O)c2c[nH]c(C(=O)NCC3CCCO3)c2)cc1 (stereo unspecified)	21*	28	u	8%	-30%	-7%	3%
CSCC[C@H](N)C(=O)N1CCC(C(=O)N[C@H](C)C(=O)Nc2ccc(C(C)C)cc2)CC1	-2	-5	8%	9%	-14%	0%	4%
CCOCCCNC(=O)Cc1ccc(F)cc1	-4	-8	u	x	7%	x	-10%
CCOC(=O)CN1C(=O)C(=O)N(Cc2c(C)cc(C)cc2C)C1=O	1	-4	37%[activator]	11%	1%	1%	-1%
O=C(O)c1ccccc1-c1ccccc1C(=O)Nc1ccc(-c2nc3cc(Cl)ccc3o2)cc1	26*	62*	u	-3%	u	4%	3%
CCOC(CNC(=O)c1ccc2nc(N3CCC(C)CC3)sc2c1)OCC	25*	57	9.3µM*	-10%	u	-12%	2%
O=C(c1ccc(Cl)c([N+](=O)[O-])c1)N(Cc1ccco1)C1CCS(=O)(=O)C1 (stereo unspecified)	-3	3	-3%	-4%	-5%	4%	1%
CSc1ccccc1C(=O)Nc1cccc(C(C)O)c1 (stereo unspecified)	10	-7	x	11%	41%[activator]	-3%	-2%
COc1cc(CCCN2C(N)=NC[C@@H]2Cc2ccc(O)cc2)cc(OC)c1OC	-3	3	2.3µM*	6%	u	1%	5%
CCOC(=O)C(=O)N=Nc1c(O)n(C)c2ccccc12	-3	-8	-1%	8%	3%	-5%	-1%
CC(=O)OC1(c2ccccc2)CCN(C)C(C)C1C (stereo unspecified)	-2	-5	70%[activator]	11%	-7%	2%	6%
CCCNC(=O)COC(=O)/C(C#N)=C/c1cc(C)n(CCC)c1C	8	30	u	10%	-13%	3%	8%
Cc1cc(C2=NNC(=NCCc3ccccc3)SC2)c(C)n1-c1c(C)n(C)n(-c2ccccc2)c1=O	-4	14	u	20%	6.6µM*	-7%	4%
COc1ccc(-c2nnn(CC(=O)c3ccccc3)n2)cc1OC	4	-4	u	-29%	x	-5%	-1%
COc1ccc(CCC(C)NCc2ccc(C(F)(F)F)cc2)cc1 (stereo unspecified)	-2	-3	u	1%	u	-5%	-2%
Cc1cccc(C)c1NC(=S)N(Cc1cccnc1)Cc1ccccc1Cl	-4	-17	9%	9%	u	5%	6%[11.5 µM]
COc1ccc(OC)c(NC(=O)CCN2CCC(C)CC2)c1	6	2	u	-3%	19%	-1%	-6%
CC(C)CCNC(=O)CCSCCC(=O)NCCC(C)C	1	15	16%	-2%	-14%	6%	4%
CCCNc1c(NC(=O)COc2ccc(Cl)cc2)c(=O)oc2ccccc12	-3	-8	u	-6%	0.066µM*	-1%	-4%
OCc1cc(Br)ccc1OCc1nc2ccccc2s1	45*	82*	86%[activator]	u	58%[activator]	-7%	0%
COC(=O)c1sc(S(=O)(=O)NCCCN(C)C)c(C(=O)OC)c1C	-6	-8	-12%	6%	5%	-9%	-4%[11.5 µM]

Assay outcomes deposited in PubChem by National Center for Advancing Translational Sciences (NCATS).
